Bioassay records (PubChem BioAssay)
FLuc inh counter = inhibits firefly luciferase, flagging false hits in luciferase inhibition screens | inhibition, % at 10 µM | AID 1006 | ATPLite firefly luciferase biochemical luminescence, 10 min | 1.5% of 200,000 active | P08659;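 active = inhibition above about 50% when tested at 10 µM, limit read from the data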
Target sequence (P08659 whole entry, looked up): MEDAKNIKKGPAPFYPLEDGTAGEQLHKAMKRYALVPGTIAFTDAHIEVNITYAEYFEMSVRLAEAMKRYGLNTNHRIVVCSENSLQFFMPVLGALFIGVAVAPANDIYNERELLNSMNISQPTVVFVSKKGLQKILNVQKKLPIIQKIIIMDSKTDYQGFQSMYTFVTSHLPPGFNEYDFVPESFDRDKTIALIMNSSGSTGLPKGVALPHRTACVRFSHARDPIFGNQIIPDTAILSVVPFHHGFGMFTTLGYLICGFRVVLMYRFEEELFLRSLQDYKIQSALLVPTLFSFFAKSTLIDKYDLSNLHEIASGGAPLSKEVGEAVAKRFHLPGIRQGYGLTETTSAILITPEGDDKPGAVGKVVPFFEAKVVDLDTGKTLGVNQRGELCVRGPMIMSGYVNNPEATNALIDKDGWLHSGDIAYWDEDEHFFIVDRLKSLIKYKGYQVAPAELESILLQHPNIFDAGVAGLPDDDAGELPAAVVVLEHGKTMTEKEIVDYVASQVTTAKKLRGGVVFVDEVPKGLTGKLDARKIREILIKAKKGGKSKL
bIAP inhibitor = intestinal alkaline phosphatase (bovine) inhibition; inhibition, % at 20 µM; 190,000 tested, under 10 active; purified bovine IAP, CDP-star luminescence, 30 min;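 active = over 50% inhibition of intestinal alkaline phosphatase at 20 µM in the single-dose screen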
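System: purified bovine intestinal alkaline phosphatase (IAP) enzyme; Input: IAP diluted 1/65,000,000 in the well; Measured by: CDP-star luminescence signal; Compound dosing: 20 µM single dose; Incubation: 30 min reaction at room temperature.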
APP transl inh = APP translation inhibition. SH-SY5Y APP 5'UTR-luciferase reporter, luminescence. inhibition, % at 2 µM. 0.82% of 190,000 active. AID 1285;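 active = inhibition above a set limit, derived from the sample mean plus 3 SD, cut at about 45% in these data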; note: values of inactives mirror those of a sister screen read the other way
RAM inhibit = inhibitors of the yeast RAM network; S. cerevisiae dse1pr::URA3 reporter, 5-FOA growth OD615, 2 d; analog-sensitive cbk1-as2 kinase mutant strain; 1.8% of 190,000 active; AID 868; inhibition, % at 50 µM;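 active = inhibition above a set limit, 3 SD over mean compound inhibition, cut at about 8.4% in these data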;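 note: 0% = DMSO-only wells with no growth and 100% = 10 µM 1-NA-PP1 full growth; inhibition rescues growth on 5-FOA so higher OD means more RAM inhibition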
FLuc act counter = affects firefly luciferase, flagging false hits in luciferase stimulation screens | P08659 | ATPlite luciferase biochemical, luminescence, 10 min; 0 = ATP-free wells, 1 = DMSO control | activation factor at 10 µM | 200,000 tested, under 10 active;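 active = luciferase activation factor, scaled between plate controls, of at least 2 with compound at 10 µM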
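Material: luciferase plus luciferin reagent, cell-free. Medium: PBS buffer for ATP. Also added: ATP substrate, dispensed from a 10.24 µM working solution in PBS. Doses: test compounds dosed from 2 mM stocks in 100% DMSO. Incubation: 10 min post-reagent at room temperature. Technique: light output (luminescence). Read-out basis: luminescence gain marking luciferase activators.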
Lmaj promast = Leishmania major promastigote growth inhibition; Leishmania major promastigotes, resazurin fluorescence viability; inhibition, % at 10 µM; 9% of 200,000 active; AID 1063; in the data active = inhibition above about 50%;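 note: promastigotes grown with compound for 44 hours at 28 °C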
TNAP act hi DEA = increases human TNAP activity under high phosphate acceptor concentration. P05186. purified TNAP, CDP-star luminescence, 1 M DEA, 30 min; hits give high values; 0 = EDTA background, 1 = DMSO-only activity. activation factor at 20 µM. 200,000 tested, under 10 active. AID 1136;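 active = activation factor at least 2 at 20 µM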
Target sequence (P05186 whole entry, looked up): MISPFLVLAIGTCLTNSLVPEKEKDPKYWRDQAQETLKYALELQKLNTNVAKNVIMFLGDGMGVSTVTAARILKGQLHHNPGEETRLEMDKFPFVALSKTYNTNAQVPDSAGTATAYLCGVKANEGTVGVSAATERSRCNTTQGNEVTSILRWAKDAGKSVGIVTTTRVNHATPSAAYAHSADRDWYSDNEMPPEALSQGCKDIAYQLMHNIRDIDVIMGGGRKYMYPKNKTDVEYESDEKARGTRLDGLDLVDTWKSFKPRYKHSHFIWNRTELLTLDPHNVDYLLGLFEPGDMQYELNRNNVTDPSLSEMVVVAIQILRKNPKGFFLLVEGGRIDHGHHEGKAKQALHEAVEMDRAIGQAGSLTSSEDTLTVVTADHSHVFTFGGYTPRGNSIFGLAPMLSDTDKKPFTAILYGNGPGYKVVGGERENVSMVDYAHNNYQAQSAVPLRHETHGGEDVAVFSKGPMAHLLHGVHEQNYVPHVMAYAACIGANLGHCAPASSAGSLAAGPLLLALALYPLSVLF
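Measured by: Luminescent substrate turnover signal | Test system: Human TNAP | Input: TNAP 1/800 final | Dosing: 20 µM single point | Schedule: 30 min, room temperature | Controls: EDTA wells as negative control, DMSO wells as positive control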
bIAP activator = increases bovine intestinal alkaline phosphatase activity | purified bovine IAP, CDP-star luminescence, 30 min; hits give high values; fold of DMSO-control signal, blank-subtracted | activation factor at 20 µM | 0.17% of 200,000 active;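 active = activation factor of 2 or more at 20 µM, a signal rise over negative controls twice the positive control's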
TNAP inh no acc = inhibitors of human TNAP without phosphate acceptor; P05186; purified TNAP, CDP-star luminescence, 30 min; inhibition, % at 20 µM; 0.26% of 200,000 active; AID 1012;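 active = tissue-nonspecific alkaline phosphatase inhibition above about 50% at 20 µM in the single-dose screen, limit read from the data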;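 note: 0% = DMSO negative control and 100% = EDTA positive control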
TNAP inh hi DEA = TNAP (human) inhibition, high acceptor; P05186; purified TNAP, CDP-star luminescence, 1 M DEA; inhibition, % at 20 µM; 0.03% of 200,000 active;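 active = over 50% inhibition of tissue-nonspecific alkaline phosphatase at 20 µM in the single-dose screen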;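 note: plate controls were DMSO wells for no effect and EDTA-quenched wells as full inhibition for full effect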
* marks the source's active call; other numbers are inactive results.

SMILES	TNAP act hi DEA	TNAP inh hi DEA	bIAP inhibitor	TNAP inh no acc	bIAP activator	APP transl inh	RAM inhibit	FLuc act counter	Lmaj promast	FLuc inh counter
COC(=O)C(C)N=Cc1ccccc1 (stereo not given)	1	-0.6	-15.3	-4.4	1.2	-31.1	2.5	1.1	-2.9	-5.5
Cc1ccc(NC(=O)C(NC2CCCC2)c2ccccc2)cc1Cl (stereo not given)	1	-4.8	-17.0	-1.9	1.2	-13.6	0.0	1.1	39.4	-6.6
C[C@H](NC(=O)Nc1cccc(C(F)(F)F)c1)C(=O)O	1	-3.4	10.9	-12.7	0.9	3.9	0.0	1.1	-7.4	-5.8
O=C(Nc1nnc(Cc2ccc(Cl)cc2)s1)c1cccs1	1	1.4	5.5	-11.1	0.9	5.7	5.1	1	-7.3	-0.2
CCO/C=C1/C(=O)N(c2ccc(OC)cc2)C(=O)c2ccccc21	1	-4.4	-2.8	-5.8	1	-8.0	-0.1	1.1	-5.9	-7.3
Cc1nc(NCCc2ccccc2)c2oc3ccccc3c2n1	1.1	-6.8	-6.3	-9.3	1.1	6.8	2.6	1.1	90.0*	-6.4
O=C(O)c1ccc(N2CC3CC(C2)c2cccc(=O)n2C3)c(NC(=S)Nc2ccc(Br)cc2)c1 (stereo not given)	1	0.6	-4.8	-0.4	1	-12.1	2.1	1	-2.5	-2.9
COc1ccc(NC(=O)CN2CCN(S(=O)(=O)c3ccc(F)cc3)CC2)cc1Cl	1.1	-5.9	5.6	-6.0	0.9	-2.9	1.1	1	-4.2	-4.9
COc1ccccc1/C=C/C=N/NC(=O)c1cnccn1	1	-3.5	-1.8	-0.5	1	-14.5	0.8	1	-3.1	4.6
Cc1ccccc1-n1c(=O)cc(N2CCN(Cc3ccccc3)CC2)[nH]c1=O	1.1	-7.7	-1.3	-1.6	1	-17.9	-0.9	1	-8.8	-4.0
CCN1CCN(C(=S)Nc2ccc(Cl)c(Cl)c2)CC1	1	-0.8	10.6	-9.0	0.9	-9.0	1.2	1	83.7*	-3.9
CC(C)CCSc1nc2[nH]ncc2c(=O)[nH]1	1	-4.7	-15.2	-32.4	1.2	6.1	0.4	1.1	3.4	-5.1
CCOc1ccccc1NC(=O)C1CC(=O)n2ncnc2N1 (stereo not given)	1.1	-9.2	15.2	-12.4	0.8	-6.0	1.1	1.1	-2.5	-8.5
O=C(NCCN1CCOCC1)c1ccc(=O)n(Cc2ccc(Cl)cc2)c1	1	1.1	-9.4	-3.8	1.1	-8.7	0.1	1	-3.4	-3.6
CCOC(=O)Nc1oc2ccccc2c(=O)c1CN1CCOCC1	1.1	-7.4	-8.6	-12.0	1.1	-8.1	1.4	1	-3.1	-4.0
Cc1cccc(N2CCN(C(=O)C34CC5CC(CC(C5)C3)C4)CC2)c1C	1.1	-6.4	-9.2	-7.4	1.1	0.4	5.7	1.1	7.2	-5.5
NS(=O)(=O)c1ccc(CCNC(=O)c2cc(-c3cccs3)nc3ccccc23)cc1	1	-1.7	-0.5	-7.3	1	-12.7	2.6	1.1	3.8	-6.9
CCOc1ccc(S(=O)(=O)N2CCN(C(=S)NC3CC3)CC2)cc1	1	0.7	-4.8	-8.0	1	18.9	2.8	1	1.3	-3.1
CCOC(=O)c1c(C)oc2c(CN3CCN(C)CC3)c(Br)c(OC)c(O)c12	1	3.9	-7.6	-1.1	1.1	-10.3	1.1	1	100.4*	0.5
COC(=O)CN(c1ccccn1)S(=O)(=O)c1ccccc1	1	-2.3	2.4	-4.9	1	-5.3	1.7	1	-6.4	-0.5
Cc1cc(C(=O)COC(=O)C2CC2)c(C)n1-c1ccc(F)cc1	1.1	-5.8	-2.8	-1.0	1	-144.8	0.9	0.1	-2.4	95.0*
COc1ccc(NS(=O)(=O)c2ccc(N3CCOCC3)c(NC(=O)c3ccc(OC)cc3)c2)cc1	0.9	14.6	47.3	-7.9	0.5	-4.2	8.6*	1.1	82.2*	-6.7
CCOCCCn1c(=NC(=O)c2ccc(OC)c(OC)c2)c(C#N)cc2c(=O)n3cccc(C)c3nc21	1	1.1	13.9	-1.0	0.9	8.8	2.1	1.1	18.1	-9.0
CCN(CC)CCNC(=O)c1cccc(NC(=O)C(=O)c2ccccc2NC(C)=O)c1	1.1	-6.6	-10.3	-0.9	1.1	-13.8	1.5	1.1	-2.6	-7.6
CCCCNC(=O)OCCNC(=O)Oc1cccc(C)c1	1	-4.3	6.9	-10.8	0.9	-6.9	1.7	1	10.9	-3.5

Fetched by compound from above (7):
SMILES	TNAP act hi DEA	TNAP inh hi DEA	bIAP inhibitor	TNAP inh no acc	bIAP activator	APP transl inh	RAM inhibit	FLuc act counter	Lmaj promast	FLuc inh counter
COC(=O)CN(c1ccccn1)S(=O)(=O)c1ccccc1	1	-2.3	2.4	-4.9	1	-5.3	1.7	1	-6.4	-0.5
CCN(CC)CCNC(=O)c1cccc(NC(=O)C(=O)c2ccccc2NC(C)=O)c1	1.1	-6.6	-10.3	-0.9	1.1	-13.8	1.5	1.1	-2.6	-7.6
CCCCNC(=O)OCCNC(=O)Oc1cccc(C)c1	1	-4.3	6.9	-10.8	0.9	-6.9	1.7	1	10.9	-3.5
COc1ccc(NC(=O)CN2CCN(S(=O)(=O)c3ccc(F)cc3)CC2)cc1Cl	1.1	-5.9	5.6	-6.0	0.9	-2.9	1.1	1	-4.2	-4.9
C[C@H](NC(=O)Nc1cccc(C(F)(F)F)c1)C(=O)O	1	-3.4	10.9	-12.7	0.9	3.9	0.0	1.1	-7.4	-5.8
CCOC(=O)c1c(C)oc2c(CN3CCN(C)CC3)c(Br)c(OC)c(O)c12	1	3.9	-7.6	-1.1	1.1	-10.3	1.1	1	100.4*	0.5
Cc1ccc(NC(=O)C(NC2CCCC2)c2ccccc2)cc1Cl (stereo not given)	1	-4.8	-17.0	-1.9	1.2	-13.6	0.0	1.1	39.4	-6.6

(more compounds)
SMILES	TNAP act hi DEA	TNAP inh hi DEA	bIAP inhibitor	TNAP inh no acc	bIAP activator	APP transl inh	RAM inhibit	FLuc act counter	Lmaj promast	FLuc inh counter
CCOc1ncccc1C(=O)OCC(=O)N(CC(C)C)C1CCS(=O)(=O)C1 (stereo not given)	1	0.1	0.6	-13.1	1	-22.6	0.7	1	-1.8	1.3
Cn1nc(CSc2ccccc2)c(C=O)c1Cl	1	-3.1	12.2	-12.7	0.9	-31.5	-0.8	1	-5.5	-0.6
CCOc1ccc(S(=O)(=O)n2nc(C)cc2C)c2ccccc12	1	1.0	7.7	-2.7	0.9	11.1	0.9	1	41.5	-1.3
C=CCn1c(Cc2csc(N)n2)nnc1SCC(=O)Nc1ccc(C(=O)OCC)cc1	1	0.3	3.1	-9.8	1	11.1	2.9	1	1.7	-1.1
COc1cc(/C(C)=N/NC(=O)c2ccc(CSc3nncn3C)cc2)cc(OC)c1OC	1	-4.4	-4.1	-9.0	1	-16.1	2.6	1.1	11.3	-6.4
O=C(NCCc1csc(-c2ccccc2)n1)c1c(F)cccc1Cl	1	-1.5	1.3	-0.9	1	-4.8	0.0	1	6.1	1.0
Cc1[nH]n(-c2ccccc2)c(=O)c1/C=N\NC(=O)C1COc2ccccc2O1 (stereo not given)	1	-1.7	19.4	-9.4	0.8	16.2	3.1	0.1	-4.2	92.9*
C=C(C)Cn1c(SCC(=O)N/N=C/c2c(O)ccc3ccccc23)nc2ccccc2c1=O	0.9	6.0	1.7	-1.4	1	18.9	4.2	1	-12.4	-0.7
CC(=O)N1CCN(S(=O)(=O)c2cccc(C(=O)OCC(=O)NC(=O)c3cccn3C)c2)CC1	1	-2.6	45.1	-17.6	0.5	17.1	2.9	1	-0.4	-4.6
CCCCC(CC)C1OCC(CN2CCCC2)O1 (stereo not given)	1	-1.1	7.9	-9.3	0.9	-0.5	0.7	1	84.2*	-4.9
CC1(C)CC2CN(C(=O)Cc3ccccc3)C(C)(C2)C1 (stereo not given)	1.1	-6.0	-6.6	-2.0	1.1	-1.1	3.2	1	12.0	-1.6
COC(=O)c1cc(NC(=O)c2ccccc2)c(=O)oc1/C=C/Nc1ccc(Oc2ccccc2)cc1	0.7	28.0	34.2	30.1	0.7	7.0	5.5	1	24.4	-3.1
CCNC(=O)NC(=O)C(C)OC(=O)c1ccc(SC)cc1OC (stereo not given)	1	-4.9	-5.6	-12.3	1.1	-6.1	1.5	1	12.8	-4.7
CCCC(=O)c1ccc(N2CCN(S(=O)(=O)c3ccccc3)CC2)c(F)c1	1.1	-7.1	9.1	-10.1	0.9	7.2	6.3	1	-4.7	-3.5
CC1=C(C#N)C(NC(=O)c2ccc(C)cc2)(C(F)(F)F)C(=O)N1 (stereo not given)	1	1.4	2.1	-4.5	1	-5.6	1.4	1	-3.2	-3.9
COc1ccc(C2CC(c3ccc(Br)cc3)=NN2C(=S)Nc2ccccc2)cc1 (stereo not given)	1	0.2	1.5	-0.1	1	-23.7	4.4	1	79.0*	-0.8
C=CCn1c(SCc2nc3sc(C(=O)O)c(C)c3c(=O)[nH]2)nnc1-c1ccc(F)cc1	1.1	-5.6	5.5	-4.0	0.9	-11.8	0.4	1.1	3.1	-7.0
COc1ccc(-n2c(SCC(=O)Nc3cc(C)on3)nc3c(c2=O)SCC3)cc1	1	1.2	2.0	-6.4	1	8.7	6.9	1	4.2	-1.2
COc1ccc(CC(NC(C)=O)C(=O)NC2CCN(c3nnnn3-c3ccccc3)CC2)cc1OC (stereo not given)	1	0.2	0.1	-5.1	1	-11.5	1.1	1	-4.5	-4.0
COc1cc2cc(Oc3ccc4ccc(=O)oc4c3)c(=O)oc2cc1OC(C)=O	1	-2.4	11.6	-5.8	0.9	15.6	4.1	1.2	-11.1	-15.2
CCOC(=O)c1cc(C(=O)OCC)c(=O)[nH]c1C	1	-4.1	5.9	-0.7	0.9	5.8	2.4	1	-1.3	-3.4
NC(=S)Nc1cccc2cc3ccccc3cc12	0.9	5.4	8.4	-13.7	0.9	-60.2	-0.1	1	98.4*	1.1
O=C(Nc1ccn(Cc2c(F)c(F)cc(F)c2F)n1)c1ccc(COc2ccccc2Cl)cc1	1	-2.9	23.7	-7.0	0.8	-16.2	5.8	1.1	20.0	-5.3
Cc1cc(C)n(-c2ccc(C(=O)Nc3cccc(S(=O)(=O)N(C)C)c3)cc2)n1	1	3.4	8.5	-6.5	0.9	2.5	3.5	1	4.7	-2.6
O=C(/C=C/c1ccc(Cl)cc1)NC(=S)Nc1ccc(CN2CCOCC2)cc1	1	2.1	27.3	-2.2	0.7	-0.9	0.3	1	4.4	2.5
CCOC(=O)c1c(-n2cnnn2)sc(C)c1C	1.1	-8.1	9.3	-15.4	0.9	-3.0	1.2	1.1	-1.2	-9.2
COc1ccc(CCNC(=O)C/C(C)=N/NC(=O)C23CC4CC(CC(C4)C2)C3)cc1OC	1	1.1	9.6	-9.0	0.9	-30.3	0.4	1	34.8	-4.3

The order is random; about 13% have a hit in one of these screens.
